POLK inh = qHTS for Inhibitors of Polymerase Kappa; 400,000 compounds, 0.53% hits; purified Pol kappa, fluorescent DNA synthesis assay, 10 min; DNA polymerase kappa (Homo sapiens), Q9UBT6; Potency, µM (top dose mostly 107 µM), for the others: at the highest dose activity, negative = inhibition, actives largely listed as inhibitors; AID 588579, 2011; also: potency is read from the fitted curve at half-maximal effect; % is scaled to controls: 0 for no effect and ±100 for the full control effect
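Kinetic fluorescence readout at 0 and 10 min followed reaction start with substrate at 50 nM final. Beforehand, enzyme (10 nM Pol kappa) stood 15 min with compound at room temperature; buffer-only wells were negative controls.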
APE1 inh = qHTS Assay for Inhibitors of the Human Apurinic/apyrimidinic Endonuclease 1 (APE1); 350,000 compounds, 0.35% hits; Potency, µM (doses to about 65.8 µM), without a hit: top-dose activity change, negative = inhibition, most hits filed as inhibitors; DNA repair nuclease/redox regulator APEX1 (Homo sapiens), P27695; recombinant APE1, TAMRA/BHQ-2 abasic DNA cleavage fluorescence;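 also: potency is read from the fitted curve at half-maximal effect; plate controls were vehicle for no effect and reference inhibitor for full effect; nearly all actives have a fitted effect of over 55% in size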
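Activity was derived from the fluorescence gain between first and third kinetic reads (60 s intervals, ex 525/em 598 nm) after 50 nM THF-abasic TAMRA/BHQ-2 duplex was added to 0.75 nM APE1 preincubated 15 min with compound.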
12-LOX inh = Primary qHTS assay for inhibitors of human arachidonate 12S-lipoxygenase (ALOX12): Round 2. Polyunsaturated fatty acid lipoxygenase ALOX12 (Homo sapiens), P18054. purified 12hLO, xylenol orange hydroperoxide absorbance. Potency, µM (titrated, usually from 108 µM), without a hit: at the top dose activity change, negative = inhibition, usual class: inhibitors. 580,000 compounds, 1.1% hits. AID 1671190, 2021; also: potency is read from the fitted curve at half-maximal effect; % is scaled to controls: 0 for no effect and ±100 for the full control effect
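Hydroperoxide product was detected by ferrous iron/xylenol orange as the 573 to 405 nm absorbance ratio. Arachidonic acid at 40 uM (final) was turned over for 30 min at room temperature by 150 nM human 12hLO, pH 7.0 Hepes buffer, after 15 min compound preincubation.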
RGS4 inh = Inhibitors of Regulator of G Protein Signaling (RGS) 4: qHTS; Regulator of G-protein signaling 4 (Homo sapiens), P49798; Transcreener GDP fluorescence polarization, RGS4-accelerated GTP hydrolysis; Potency, µM (doses to about 114 µM), inactives show at the top dose activity change, negative = inhibition, hits mostly inhibitors; 390,000 compounds, 0.039% hits; also: potency is read from the fitted curve at half-maximal effect; % is scaled to controls: 0 for no effect and ±100 for the full control effect; nearly all actives have a fitted effect of over 75% in size; some results filed as inactive show a strong effect at the top dose
Target sequence (P49798 whole entry, looked up): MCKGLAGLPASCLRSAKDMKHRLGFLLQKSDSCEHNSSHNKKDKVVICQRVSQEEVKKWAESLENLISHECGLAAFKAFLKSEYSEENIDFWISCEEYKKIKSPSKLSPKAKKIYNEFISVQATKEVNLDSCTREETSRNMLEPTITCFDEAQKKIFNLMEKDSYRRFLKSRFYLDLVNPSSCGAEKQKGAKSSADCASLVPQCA
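MLSMR compounds (23 nl, pin-transferred) preincubated 10 min at room temperature with a 500nM (2x) first reagent, then RGS4 at 900nM (2x) plus Transcreener GDP mix added; fluorescence polarization (620/688 nm) read before and after 90 min at 30 °C.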
POLB inh = qHTS Assay for Inhibitors of DNA Polymerase Beta; P06746; 340,000 compounds, 1.3% hits; AID 485314, 2010; Pol beta primer extension/strand displacement, fluorescence kinetic; Potency, µM (series often up to 114 µM), for the others: at the highest dose activity change, negative = inhibition, actives largely listed as inhibitors; also: potency is read from the fitted curve at half-maximal effect; % is scaled to controls: 0 for no effect and ±100 for the full control effect
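Enzyme-only controls used 10 nM Pol beta; buffer lacking enzyme served as negative control. Compound preincubated 15 min, then 50 nM substrate added; 0 and 10 min reads at room temperature.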
LDHA inh = qHTS assay for inhibitors of human lactate dehydrogenase; purified LDHA, NADH/diaphorase-resazurin fluorescence; hits give low values; activity change, % (values are at about 110 or 230 µM); 480,000 compounds, 0.15% hits; AID 1347041, 2019; in the data active = activity change below about -30%; inconclusive = mostly about -25% to -30%;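 also: plate controls were DMSO wells for no effect and wells without enzyme for full effect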
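LDH5 2 nM; NADH 0.06 mM, pyruvate 0.2 mM; 200 mM Tris pH 7.4, EDTA, Tween-20; 5 min RT. Detection: diaphorase 0.133 mg/mL + resazurin 37 µM, fluorescence ex540/em590 at 0 and 20 min; normalized to enzyme-free and DMSO wells.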
POLH inh = qHTS for Inhibitors of Polymerase Eta; recombinant Pol eta, fluorescent DNA replication assay; Potency, µM (highest dose often 114 µM), for the others: at the highest dose activity change, negative = inhibition, hits mostly inhibitors; 390,000 compounds, 1.2% hits; AID 588591, 2011; also: potency is read from the fitted curve at half-maximal effect; % is scaled to controls: 0 for no effect and ±100 for the full control effect
Target sequence (Q9Y253 whole entry, looked up): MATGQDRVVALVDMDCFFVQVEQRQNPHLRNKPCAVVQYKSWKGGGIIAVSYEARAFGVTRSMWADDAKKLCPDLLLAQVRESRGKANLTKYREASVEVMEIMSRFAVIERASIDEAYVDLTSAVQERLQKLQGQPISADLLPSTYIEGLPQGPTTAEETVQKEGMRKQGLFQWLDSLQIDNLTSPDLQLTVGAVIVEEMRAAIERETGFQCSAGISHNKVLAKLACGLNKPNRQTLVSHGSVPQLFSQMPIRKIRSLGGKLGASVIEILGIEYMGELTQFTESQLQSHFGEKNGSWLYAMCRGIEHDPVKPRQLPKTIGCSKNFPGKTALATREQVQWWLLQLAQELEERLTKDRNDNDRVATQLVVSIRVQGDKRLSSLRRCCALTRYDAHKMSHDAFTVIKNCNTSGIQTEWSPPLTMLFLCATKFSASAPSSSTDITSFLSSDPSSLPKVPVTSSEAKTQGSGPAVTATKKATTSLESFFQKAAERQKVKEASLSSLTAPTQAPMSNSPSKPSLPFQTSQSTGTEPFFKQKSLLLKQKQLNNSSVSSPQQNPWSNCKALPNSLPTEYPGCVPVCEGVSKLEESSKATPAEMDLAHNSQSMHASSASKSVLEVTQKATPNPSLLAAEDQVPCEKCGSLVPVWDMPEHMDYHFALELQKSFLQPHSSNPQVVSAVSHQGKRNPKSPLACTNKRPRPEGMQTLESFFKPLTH
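Fluorescent replication assay: 50 nM final substrate added after a 15 min room-temperature compound preincubation with 10 nM enzyme. Signal taken at 0 min and again at 10 min.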
Anesthetic bind = qHTS Assay for Identification of Novel General Anesthetics; Ferritin light chain (Equus caballus), P02791; apoferritin/1-aminoanthracene competitive binding, fluorescence; Potency, µM (series often up to 77.5 µM), for the others: top-dose activity change, negative = displacement, usual class: inhibitors; 350,000 compounds, 0.074% hits; AID 485281, 2010; also: potency is read from the fitted curve at half-maximal effect; % is scaled to controls: 0 for no effect and ±100 for the full control effect; nearly all actives have a fitted effect of over 20% in size
Target sequence (P02791 2-175 limits assumed): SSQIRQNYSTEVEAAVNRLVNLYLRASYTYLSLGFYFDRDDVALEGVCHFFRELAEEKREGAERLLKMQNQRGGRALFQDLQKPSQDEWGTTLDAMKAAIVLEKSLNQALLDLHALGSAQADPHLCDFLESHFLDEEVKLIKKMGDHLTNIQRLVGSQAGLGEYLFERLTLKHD
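Horse-spleen apoferritin (10 uM) was mixed with 50% saturated 1-aminoanthracene in PBS, exposed to compounds for 10 min at room temperature, and read for fluorescence (ex 380 nm, em 535 nm). Competitive displacement was fitted with a four-parameter Hill equation.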
ERG-DNA inh = qHTS for Small Molecule Inhibitors of the ERG Ets/DNA interaction; fluorescence polarization, His-ERG Ets domain / labelled DNA; Potency, µM (titrated, usually from 76.9 µM), without a hit: at the highest dose FP activity, negative = inhibition, usual class: inhibitors; 370,000 compounds, 0.028% hits; active = well fitted inhibition curve with a large enough effect in the polarisation, with a control signal flat; inconclusive = small, poorly fitted or top-dose-only effect, or effect the other way, or a change in a side signal; inactive = no such curve, though single readings can be large or run the other way; the % refers to the polarisation;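 also: polarization taken with two DNA probes labelled with fluorescein and Texas red; potency is read from the fitted curve at half-maximal effect; % of control where 0% means no effect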
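His-tagged ERG Ets domain (1 uM in the protein solution; 300mM KCl, 50mM Tris-HCl, 1mM EDTA, 1mM DTT, pH 7.5) received compound, then a probe mix of 5 nM fluorescein-DNA and 100nM Texas-615-DNA. Fluorescence polarization was read for both dyes.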
Numbers without * were called inactive; ? = inconclusive; / = not tested or not shown; & = joins results of further samples; [ ] = remark or other dose. Unless noted, calls follow the shape of the dose curve; as a rule, active = well fitted curve in the direction sought with a large enough effect; inconclusive = small, poorly fitted or top-dose-only effect, or another doubt; inactive = no such curve, though single readings can be large; an effect the other way counts as inactive or inconclusive. The list is partial; count on the stated rates, not on these rows.

SMILES	POLK inh	APE1 inh	12-LOX inh	RGS4 inh	POLB inh	LDHA inh	POLH inh	Anesthetic bind	ERG-DNA inh
Cc1nc2scc(C)n2c(=O)c1S(=O)(=O)N1CCN(c2ccc(F)cc2)CC1	-4%	-6%	-2%	-10%	20%	-1	-6%	0%	6%
O=C1CSC(c2ccccn2)N1c1cccc(Cl)c1 (centres undefined)	3%	5%	0%	-33%	48%	0	-5%	0%	5%
O=C(NCc1ccccn1)c1ccc2c(=O)n(CCc3ccccc3)c(=O)[nH]c2c1	9%	1%	6%	-11%	2%	0	-13%	-7%	33%[activator]
O=C(/C=C/c1ccco1)NC(=S)NNC(=O)c1ccco1	-32%	?	-11%	-30%	?	2	50µM*	-6%	/
Cc1ccccc1NC(=O)CCN1CCN(C/C=C/c2ccccc2)CC1	4%	0%	43%[activator]	1%	28%	1	0%	-15%	4%
CSc1nc2ccccc2n1C(=O)NC1CCCCC1	-4%	0%	4%	-13%	-25%	-4	-10%	-16%	-3%
COc1cccc(-n2nnc3c(=O)n(CC(=O)NC4CCCC4)cnc32)c1	-4%	-3%	6%	-3%	15%	-5	-17%	-7%	-3%
Cc1noc(C(=O)Nc2ccc(F)cc2F)c1Cl	3%	38%	1%	-14%	4%	-5	-20%	-2%	-3%
CCOC(=O)C1CCN(CC(=O)c2c(C)n(C)c3ccc(OC)cc23)CC1	-22%[60.1 µM]	13%	-22%	30%	-5%	-2	5%	-3%	1%
CCOc1ccc(OCCNC(=O)c2oc3ccccc3c2COC)cc1	-20%	-18%	-13%	-36%	/	-7	-17%	/	-1%[15.4 µM]
O=C(c1ccccn1)N1CCN(c2ccc(C(F)(F)F)cn2)CC1	-1%	-7%	0%	12%	32%	0	-8%	-10%	-2%
O=C(C1CCCN(S(=O)(=O)c2ccccc2)C1)N1CCN(c2ncccn2)CC1 (centres undefined)	-7%	1%	0%	7%	-4%	-17	-3%	37%	-5%
N#C/C(=C\c1ccco1)Sc1nc2ccccc2s1	-6%	1%	?	-10%	?	-6	-3%	?	1%
COc1cc2c(cc1OC)-c1cc(Nc3ccc(N(C)C)cc3)nc(=O)n1CC2	-19%	-7%	?	-15%	-8%	-1	-18%	-10%	2%
O=C(CNC(=O)/C(=C\c1ccc(Br)cc1)NC(=O)c1ccccc1)OCc1ccccc1	-9%	-2%	-2%	19%	29%	-8	-2%	-12%	6%
COc1ccc(-n2c(=S)[nH]c3cc(C(=O)Nc4cc(C(N)=O)ccc4OC)ccc3c2=O)c(OC)c1	-7%	-5%	-2%	9%	2%	-3	-11%	-4%	3%
CCOC(=O)c1c(NC(=O)COc2ncnc3ccccc23)sc(C)c1C	-3%	?	0%	21%	-17%	-7	-7%	-11%	-3%
COc1ccc(-c2noc(CCCCC(=O)N3CCN(c4cc(C)ccc4C)CC3)n2)cc1	-8%	-15%	12%	18%	/	-2	-13%	/	-8%
c1ccc(C2Oc3ccccc3C3CC(c4cccs4)=NN32)cc1 (centres undefined)	-7%	1%	?	-3%	-4%	-1	-18%	-10%	8%
COC(=O)c1ccccc1NC(=O)N1CCN(C(=O)c2ccco2)CC1	-2%	-5%	0%	-19%	1%	-2	-20%	2%	-2%
COc1cccc(-c2cc(C(=O)N/N=C/c3cccc(OC)c3OC)c3ccccc3n2)c1	-20%	/	0%	-6%	/	-5	-11%	/	-1%
CC(=O)N1c2ccc(S(=O)(=O)Nc3ccc(Cl)cc3C)cc2CC1C (centres undefined)	-14%[60.1 µM]	/	?	6%	15%	-6	-7%	-3%	-3%
O=C(CSc1ccccc1)N1CCCC(N2CCN(c3ccccc3)CC2)C1 (centres undefined)	-10%	-9%	-36%	31%[11.4 µM]	-1%	0	-11%	-18%	-4%
O=C(O)c1cccc(NC(=O)c2ccc(COc3ccc(Cl)cc3)cc2)c1	-22%	41%[activator]	5%	-7%	?	-4	6%	-10%	14%
CCCN(C(=O)c1cnccn1)c1c(N)n(Cc2ccccc2)c(=O)[nH]c1=O	-1%	11%	2%	-9%	/	1	-15%	/	1%
CCCCn1nnnc1SCC(=O)c1ccccc1F	1%[60.1 µM]	8%	-18%	11%[11.4 µM]	2%	-3	-8%	-10%	0%
CCN(CCO)C1CC(=O)N(c2ccccc2C)C1=O (centres undefined)	-2%	-4%	/	?	0%	-1	-5%	0%	5%
CC(C)C(NC(=O)CN(c1ccc2c(c1)OCCO2)S(=O)(=O)c1ccccc1)C(C)C	-22%	/	136%[activator]	9%	/	-16	-24%	/	-4%
Cc1cc(=O)oc2c(C(=O)/C=C\c3cccs3)c(O)ccc12	-14%	-3%	-19%	-40%	-17%	-7	?	-15%	1%
CCc1ccc(NC(=O)CSc2nc3ccccc3c(=O)n2CCCC(=O)NCCCN2CCOCC2)cc1	-5%	-9%	-11%	22%	5%	-4	-2%	-12%	0%
CN(C)S(=O)(=O)c1cccc(-c2nnc(SCc3ccc4c(c3)OCCO4)o2)c1	-13%	-6%	-2%	15%	5%	-1	-5%	?	-11%
O=C(NC1CCCCC1)c1cc(-c2cccs2)on1	-3%	-6%&64%	-17%	-3%	4%	-13	-13%	7%	-8%
Cc1ccc2sc(N(CCCN(C)C)C(=O)c3ccc(S(=O)(=O)N4CCOCC4)cc3)nc2c1C	2%	9%	-24%	13%	/	-4	-12%	/	0%
Cc1cc([N+](=O)[O-])nn1CC(=O)N1CCc2ccccc2C1	-27%	1%	?	-36%	6%	-2	-3%	?	0%
O=C(CSc1cn(Cc2ccccc2)c2ccccc12)NCc1ccc(F)cc1	1%	5%	16%	-1%	-19%	-9	-5%	-7%	-6%
Cc1cc(C)c(NC(=O)Cn2nnc3sc4c(c3c2=O)CCC(C(C)(C)C)C4)c(C)c1 (centres undefined)	0%	/	-11%	18%	33%	-10	/	-11%	-1%
C[n+]1cccc(C(=O)NNC(=O)C23CC4CC(CC(C4)C2)C3)c1	-2%	0%	?	-36%	16%	-17	4%	-12%	-9%
COc1ccc(-c2csc(NC(=O)c3ccccc3F)n2)cc1	-18%	12%	-6%	14%	-5%	-5	-17%	-21%	-3%
Cc1cccc(Nc2nnc(SCC(=O)c3c(N)n(C4CC4)c(=O)[nH]c3=O)s2)c1C	9%	40%	-5%	-11%	/	1	2%	/	8%
CC1CCCN(C(=O)C2CCN(CC3CC=CCC3)CC2)C1 (centres undefined)	-6%	-2%	?	8%	15%	-13	2%	-8%	3%

Three neighbouring records out of the list so far:
SMILES	POLK inh	APE1 inh	12-LOX inh	RGS4 inh	POLB inh	LDHA inh	POLH inh	Anesthetic bind	ERG-DNA inh
COc1ccc(-c2csc(NC(=O)c3ccccc3F)n2)cc1	-18%	12%	-6%	14%	-5%	-5	-17%	-21%	-3%
Cc1cccc(Nc2nnc(SCC(=O)c3c(N)n(C4CC4)c(=O)[nH]c3=O)s2)c1C	9%	40%	-5%	-11%	/	1	2%	/	8%
CC1CCCN(C(=O)C2CCN(CC3CC=CCC3)CC2)C1 (centres undefined)	-6%	-2%	?	8%	15%	-13	2%	-8%	3%

Carrying on.
SMILES	POLK inh	APE1 inh	12-LOX inh	RGS4 inh	POLB inh	LDHA inh	POLH inh	Anesthetic bind	ERG-DNA inh
CC(=O)Nc1ccc(NC(=O)c2cc3sccc3n2Cc2ccc(F)cc2)cc1	?	/	?	38%	-22%	-1	-25%	43%[activator]	3%
COc1ccc(NC(=O)CSc2nnc3scc(-c4ccc(Cl)cc4)n23)cc1	6%	/	-26%&-12%	-14%	?	0&-2	/	16%	15%
CCOc1cc(C2NC(=O)NC(c3ccccc3)=C2C(=O)c2ccccc2)c(Br)cc1OCC(=O)O (centres undefined)	-7%	-4%	2%	20%	2%	-10	-9%	-14%	-5%
CCOC(=O)N1CCN(C(=O)C2CCCCC2)CC1	-9%	0%	10%	-8%	11%	-11	-5%	2%	-6%
COc1cccc(NC(=O)c2c([N+](=O)[O-])cnn2C)c1	5%	-12%	7%	0%	-5%	-1	-18%	-3%	-7%
COCCn1c(CN2CCC(Cc3ccccc3)CC2)nc2c1c(=O)n(C)c(=O)n2C	-2%	-5%	-19%	-47%	7%	-4	-8%	-5%	10%
CCCCOc1ccc(C(=O)NCC(=O)N2CCN(C(=O)c3ccco3)CC2)cc1	-7%	-14%	?	-6%	/	2	-9%	/	3%
O=C(COC(=O)CNC(=O)c1ccccc1F)Nc1ccc2c(c1)OCO2	-16%	5%	-3%	-8%	/	-2	-29%	/	/
CCOCc1nnc(NC(=O)COc2ccc3c(c2)OCO3)s1	1%	24%	-29%	-28%	0%	-4	3%	-17%	13%
O=C(NNC(=O)c1ccncc1)Nc1ccc(Cl)cc1	-5%	/	-3%	-42%	/	3	-11%	/	-4%
COc1ccc(C2=CC(=O)CCC2)cc1	7%	/	26%	-2%	/	-4	-8%	/	-8%
